# High-throughput results: PubChem BioAssay, National Center for Advancing Translational Sciences (NCATS)
# Sm TGR inh: blocks Schistosoma mansoni thioredoxin glutathione reductase. actives 3% (n = 360,000). Q962Y6. purified TGR, DTNB reduction, TNB absorbance 405 nm. Potency, µM (doses to about 114 µM), inactives show at the top dose activity change, negative = inhibition, actives largely listed as inhibitors; further: potency means the concentration at half of the fitted maximal effect; nearly all actives have a fitted effect of over 60% in size
#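 Kinetic colorimetric format: TGR-catalysed, NADPH-driven DTNB reduction monitored via TNB absorbance. Enzyme dispensed at 20 nM; compound exposure 15 min at room temperature before reaction start.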
# AmpC detergent: AmpC beta-lactamase inhibition with detergent present; P00811; AID 485294; actives 0.041% (n = 370,000); Potency, µM (doses to about 114 µM), for inactives: at the top dose activity change, negative = inhibition, usual class: inhibitors; AmpC hydrolysis of nitrocefin, absorbance 480 nm, 0.01% Triton;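 further: potency means the concentration at half of the fitted maximal effect; 0% = no-compound wells and -100% = no-enzyme wells; nearly all actives have a fitted effect of over 25% in size; some results filed as inactive show a strong effect at the top dose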
# Target sequence (P00811 whole entry, looked up): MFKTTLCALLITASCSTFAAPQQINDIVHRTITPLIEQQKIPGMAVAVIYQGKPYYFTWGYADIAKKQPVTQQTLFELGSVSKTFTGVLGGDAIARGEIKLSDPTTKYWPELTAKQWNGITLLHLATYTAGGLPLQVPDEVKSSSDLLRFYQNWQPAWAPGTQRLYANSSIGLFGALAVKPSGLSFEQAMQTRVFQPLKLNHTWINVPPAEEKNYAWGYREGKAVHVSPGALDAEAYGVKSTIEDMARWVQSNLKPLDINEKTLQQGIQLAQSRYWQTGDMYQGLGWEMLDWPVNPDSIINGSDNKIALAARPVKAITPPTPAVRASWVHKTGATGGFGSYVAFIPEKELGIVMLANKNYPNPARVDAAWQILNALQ
#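 20 mM phosphate pH 7.0 + 0.01% (detergent screen) or 0.0001% Triton X-100; 5.3 nM AmpC reagent; cpd preinc 15 min RT; nitrocefin (800 uM stock) to start; A480 q20 s × 4 min; Activity was normalised to no-enzyme and no-compound control wells.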
# AmpC no deterg: AmpC beta-lactamase inhibition without detergent | P00811 | AmpC nitrocefin hydrolysis, absorbance 480 nm, 0.0001% Triton | Potency, µM (doses to about 57.1 µM), inactives show top-dose activity change, negative = inhibition, usual class: inhibitors | actives 0.52% (n = 330,000);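 further: potency means the concentration at half of the fitted maximal effect; plate controls were no compound for no effect and no enzyme for full effect; nearly all actives have a fitted effect of over 20% in size; some results filed as inactive show a strong effect at the top dose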
#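 AmpC (5.3 nM in the dispensed reagent) in 20 mM phosphate pH 7.0 with 0.01% (detergent screen) or 0.0001% Triton X-100 was preincubated with compounds for 15 min at room temperature. Nitrocefin was then added from an 800 uM solution, and hydrolysis was followed at 480 nm.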
# Giardia FBPA inh: inhibitors of Giardia lamblia fructose-1,6-bisphosphate aldolase | A8B2U2 | purified Giardia FBPA | Potency, µM (highest dose often 59.6 µM), without a hit: at the top dose activity, negative = inhibition, hits mostly inhibitors | actives 0.71% (n = 290,000) | AID 2451; further: potency means the concentration at half of the fitted maximal effect; nearly all actives have a fitted effect of over 55% in size
# Target sequence (A8B2U2 whole entry, looked up): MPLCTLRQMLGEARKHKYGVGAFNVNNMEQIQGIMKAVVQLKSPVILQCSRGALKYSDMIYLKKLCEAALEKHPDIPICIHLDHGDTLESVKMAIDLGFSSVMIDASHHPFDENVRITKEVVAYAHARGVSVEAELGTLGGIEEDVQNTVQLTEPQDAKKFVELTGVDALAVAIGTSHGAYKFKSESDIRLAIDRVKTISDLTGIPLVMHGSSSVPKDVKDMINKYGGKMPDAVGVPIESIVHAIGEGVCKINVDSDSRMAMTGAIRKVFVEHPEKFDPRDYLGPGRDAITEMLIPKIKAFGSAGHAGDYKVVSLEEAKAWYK
#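 40 nM FBPA preincubated 10 min at RT with compound (up to 57.5 uM final), then substrate plus GAPDH/TPI/NAD/arsenate coupling and diaphorase/resazurin added. Fluorescence read after 20 min at RT, 525/598 nm.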
# HCMV inh: inhibitors of human cytomegalovirus; HFF cells, HCMV-luciferase reporter, 72 h; active compounds read low; activity change, negative = inhibition, % at 57.5 µM; actives 4.5% (n = 410,000); AID 1259415; in the data active means activity change below about -60%; inconclusive means no clear call, values can overlap the other calls; inactive means above about -39%
#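 After 16 h attachment at 37C, HFF cells received test compound and HCMV-luciferase (1 PFU/cell); reporter luminescence read 72 h later, data normalized against buffer-only and known inhibitor Salinomycin.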
# HCV inh: inhibitors of hepatitis C virus infection; Huh7.5.1 HCVcc-Cre infection, luciferase reporter, 44 h; Potency, µM (titrated, usually from 41.8 µM), inactives show top-dose activity change, negative = inhibition, hits mostly inhibitors; actives 3.4% (n = 340,000); further: potency means the concentration at half of the fitted maximal effect
#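 Cells (1,000/well) were plated 4 h before compound, then infected with HCVcc-Cre virus (~0.5 moi). After 44 h further culture, infection was read as luciferase luminescence following a 15 min substrate incubation at room temperature.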
# Starred values were filed as active, the others as inactive; ? = inconclusive; nt = no result given; & = joins results of further samples; [ ] = dose if it differs, or a comment. Unless noted, the call rests on the fitted dose curve; in most records, active means well fitted curve in the direction sought with a large enough effect; inconclusive means small, poorly fitted or top-dose-only effect, or another doubt; inactive means no such curve, though single readings can be large; an effect the other way counts as inactive or inconclusive. Unless noted, on the % scale 0 is the no-effect control and ±100 the full control effect.
1. COc1ccccc1NS(=O)(=O)c1cccc(C(=O)N/N=C2\CC(=O)CC(C)(C)C2)c1
2. CCCCN(C)C/C(O)=C(\C#N)c1nc(-c2ccccc2)cs1
3. CNc1ccc(Cl)cc1C(N)=O
4. Cc1ccc(C(C)C)c(OCC(=O)NS(=O)(=O)c2ccc(Cl)cc2)c1
5. CCOc1ccc(CNC(=O)CCC(=O)N2CCSc3ccccc32)cc1
6. Cc1cccc(NC(=O)CSc2nnc(NC(=O)CN3CCCCC3)s2)c1
7. Cc1cnc(NC(=O)CCNC(=O)c2ccc([N+](=O)[O-])cc2)s1
8. CS(=O)(=O)N(CC(=O)NCc1ccncc1)C1CCCCC1
assay / entry | 1 | 2 | 3 | 4 | 5 | 6 | 7 | 8
Sm TGR inh | -20% | 5% | -13% | -15% | 17%&10% | -6% | -6% | nt
AmpC detergent | -12% | 4% | -3% | 1% | 7%&-3% | -10% | -11% | 7%
AmpC no deterg | -31% | -3% | -12% | -36% | 38% | -44% | -12%[2.29 µM] | -2%
Giardia FBPA inh | 0% | -24% | 5% | nt | 9% | 2% | 1% | -1%
HCMV inh | -15 | 4 | nt | -9 | 8&33 | -10 | -17 | 7
HCV inh | -2% | 1% | nt | 12% | -14% | 2% | -3% | 0%

9. Nc1ncnc2c1ncn2[C@@H]1O[C@H](CNC(=O)[C@@H]2CCN2)[C@@H](O)[C@H]1O
10. Cc1ccc(OC(C)C(=O)Nc2ccc(S(=O)(=O)Nc3nccs3)cc2)cc1 (centres undefined)
11. CSc1nsc2nc(=O)c(/C=C3\C(C)=Nc4ccc(C)cc43)c(N)n12
12. CCO/C=C/C(O)(CNC(=O)c1ccc(C(C)(C)C)cc1)C(F)(F)F (centres undefined)
13. COCc1ccc(C(=O)N2CCCC(N(C)Cc3ccccc3)C2)s1 (centres undefined)
14. Cc1cc(NC(=O)c2cc(-c3ccccn3)nc3ccc(Br)cc23)no1
15. COc1cc2c(cc1OC)CN(C(=O)COc1ccccc1C#N)CC2
16. O=C1c2ccccc2C(=O)N1CCCc1nc2ccccc2c(=O)n1-c1cccnc1
assay / entry | 9 | 10 | 11 | 12 | 13 | 14 | 15 | 16
Sm TGR inh | nt | 2% | -21% | -1% | -23% | 0% | -3% | 5%
AmpC detergent | nt | -6% | ? | -12% | -3% | -8% | 2% | 0%
AmpC no deterg | -15% | -7% | -20% | -14% | 8% | 15% | 54% | 15%
Giardia FBPA inh | nt | 4% | -1% | -12% | nt | nt | 2% | 2%
HCMV inh | -4 | 16 | -20 | 32 | 36 | -14 | 81 | 27
HCV inh | 12% | 8% | 3% | -12% | nt | -6% | -22% | 13%

17. O=C(CN1CCN(CC(=O)Nc2ccccn2)CC1)Nc1ccccn1
18. COC(=O)c1ccccc1NC(=O)c1ccc(COc2cc(C)cc(C)c2)o1
19. COc1ccc(-c2noc(CC(=O)N(C)c3ccccc3F)n2)cc1
20. O=C(C1CCCN(S(=O)(=O)c2ccccc2)C1)N1CCN(c2ccccc2)CC1 (centres undefined)
21. CCCN1C(=O)C2(c3ccccc31)c1c(oc3cc(C)c(C)cc3c1=O)C(=O)N2CCCOC (centres undefined)
22. COc1cccc(CC2(CO)CCCN(S(=O)(=O)N(C)C)C2)c1 (centres undefined)
23. CC1N(C(=O)N(C)C)CCN1S(=O)(=O)c1ccccc1 (centres undefined)
24. COc1ccc(-c2cc(C(=O)N(C)Cc3ccccc3)c3ccccc3n2)cc1
assay / entry | 17 | 18 | 19 | 20 | 21 | 22 | 23 | 24
Sm TGR inh | -21% | -9%&-10% | 3% | 1% | 4% | -2% | -1% | -1%
AmpC detergent | -8% | 26%&-5% | 21% | -15% | -1% | -1% | 1% | -3%
AmpC no deterg | -33% | -14% | nt | 40% | nt | -5% | -14% | 1%
Giardia FBPA inh | 0% | -2% | nt | 4% | nt | 2% | 6% | -1%
HCMV inh | -8 | 6&-21 | 2 | -12 | 73 | 5 | 29 | 29
HCV inh | -24% | 12% | nt | ? | nt | -9% | 2% | ?

25. COc1cc(/C=N/N=C(/C(=O)c2ccccc2)c2ccccc2)cc(OC)c1O
26. O=C(Nc1ccc(N2CCN(Cc3ccccc3)CC2)cc1)c1ccccc1[N+](=O)[O-]
27. COC(=O)c1[nH]c(C)c(/C(O)=C2\C(=O)C(=O)N(CCN3CCOCC3)C2c2cccs2)c1C (centres undefined)
28. CCC(CC)C(=O)c1c[nH]c(C(=O)NCc2cccnc2)c1
29. O=C(Nc1nnc(C2CC2)s1)C1Cc2ccccc2CN1C(=O)c1ccco1 (centres undefined)
30. COC(=O)c1ccc(N2CCN(C)CC2)c(NC(=O)c2ccc(-c3ccc(Cl)cc3)o2)c1
31. C=CCn1c(=O)c2ccc(C(=O)NCc3ccccc3)cc2n(Cc2cccc(Cl)c2)c1=O
32. COCCCNc1nnc(Cc2ccc(Cl)cc2)c(=O)[nH]1
assay / entry | 25 | 26 | 27 | 28 | 29 | 30 | 31 | 32
Sm TGR inh | 3% | nt | ? | 2% | 13µM* | 4% | 3% | -1%
AmpC detergent | 14% | -3% | -10% | -17% | -1% | 2% | -6% | -4%
AmpC no deterg | 107%[activator] | -4% | -5% | -25% | -31%[11.4 µM] | -4% | 11% | -9%
Giardia FBPA inh | -1% | 0% | -7% | 0% | -19% | nt | -1% | 6%
HCMV inh | -29 | 87 | -8 | -5 | 14 | nt | 83 | -75*
HCV inh | ? | -1% | 2% | -10% | 11% | -5% | 1% | -2%

# Whole records, quoted from the list. Screens in order: Sm TGR inh, AmpC detergent, AmpC no deterg, Giardia FBPA inh, HCMV inh, HCV inh
# `C=CCn1c(=O)c2ccc(C(=O)NCc3ccccc3)cc2n(Cc2cccc(Cl)c2)c1=O` is listed with 3%, -6%, 11%, -1%, 83, 1%
# `O=C(Nc1ccc(N2CCN(Cc3ccccc3)CC2)cc1)c1ccccc1[N+](=O)[O-]` is listed with nt, -3%, -4%, 0%, 87, -1%
# `COCCCNc1nnc(Cc2ccc(Cl)cc2)c(=O)[nH]1` is listed with -1%, -4%, -9%, 6%, -75*, -2%

# The list continues:
33. CCOc1ccc(NS(=O)(=O)c2ccc(NC(=O)C3CC3)cc2)cc1
34. CC(C)(O)c1[nH]c2ccc(C(F)(F)F)cc2c1C(C)(C)O
35. CSC(=NC#N)N1CCN(c2ccc(Cl)cc2)CC1
36. COc1ccc(N2CCN(C(=O)c3ccc(C)c(NC(=O)c4nsc5ccccc45)c3)CC2)cc1
37. CSCCC(NC(=O)/C(=C/c1ccc(F)cc1)NC(C)=O)C(=O)O (centres undefined)
38. Oc1ccc(/C(Cc2ccccn2)=N\Nc2ccccc2)c(O)c1
39. COc1ccc(NCc2nnc(SCC(=O)Nc3ccccc3)n2C)cc1
40. CCOP(=O)(OCC)C(CC)N1CCOCC1 (centres undefined)
assay / entry | 33 | 34 | 35 | 36 | 37 | 38 | 39 | 40
Sm TGR inh | -1% | -22% | -16% | -1% | -3% | ? | -1% | -11%
AmpC detergent | 1% | ? | -4% | -1% | -6% | 13% | -9% | ?
AmpC no deterg | 125%[activator] | -9% | -5% | nt | -14% | -50% | -7% | -7%
Giardia FBPA inh | nt | 5% | 6% | nt | 0% | ? | 1% | 8%
HCMV inh | -31 | -36 | ? | 44 | -39 | -26 | -10 | -25
HCV inh | ? | 9% | 15% | nt | 4% | -17% | 14% | 10%

41. O=C(COC(=O)c1nc(Cl)ccc1Cl)Nc1ccc2c(c1)OCO2
42. O=C(CSc1ccc2nnc(-c3ccc(F)cc3)n2n1)NCc1ccco1
43. CCCCNC(=S)NCc1ccc2[nH]c3c(c2c1)CCCC3
44. Cc1ccc(NC(=S)N2CCN(S(=O)(=O)c3ccc(F)cc3)CC2)cc1
45. Cc1ccc2c(c1)-c1c(c(C(=O)N3CCN(c4cc(C)ccc4C)CC3)nn1C)CS2
46. COc1ccc(CNC(=O)CCC2N=C3c4ccccc4N=C(SCc4ccc(F)cc4)N3C2=O)cc1 (centres undefined)
47. COc1ccc(C2CC(c3ccc(Cl)c(Cl)c3)Nc3nc(N)nn32)cc1 (centres undefined)
48. COc1ccc(C(=O)NCC(=O)N/N=C(\C)c2ccco2)cc1OC
assay / entry | 41 | 42 | 43 | 44 | 45 | 46 | 47 | 48
Sm TGR inh | 0% | 45µM* | -8% | -4% | 9% | 2% | ? | -10%
AmpC detergent | -10% | -2% | 11% | 6% | 13% | 4% | -11% | -9%
AmpC no deterg | -22% | -5% | ? | -13% | nt | nt | 31% | -5%
Giardia FBPA inh | -1% | -2% | -11% | -5% | nt | nt | 0% | 9%
HCMV inh | 55 | -2 | -1 | nt | ? | 17 | -5 | 25
HCV inh | 14% | 6% | ? | 12% | nt | nt | 1% | 25%

49. CCn1c(CCc2nc3ccccc3[nH]2)n[nH]c1=S
50. O=C(/C(=C/c1ccc(Cl)cc1)c1nc2ccccc2[nH]1)c1cccs1
51. COc1ccc(-n2nc3c(c2NC(=O)CCl)CSC3)cc1
52. O=C(O)c1ccc(Nc2nc3ccccc3nc2NS(=O)(=O)c2ccc(F)cc2)cc1
53. CCN1C(=S)N[C@@H](c2cccc(F)c2)C(C(=O)OC)=C1C
54. COc1ccc(Cn2nnnc2CN(CCCN2CCOCC2)Cc2cc3cc(OC)ccc3[nH]c2=O)cc1
55. O=C(CCc1ccccc1)N1N=C(c2ccncc2)CC1(O)C(F)(F)F (centres undefined)
56. CCOC(=O)c1[nH]c(C)c(C(=O)N2CCN(c3ccc(OC)cc3)CC2)c1C
assay / entry | 49 | 50 | 51 | 52 | 53 | 54 | 55 | 56
Sm TGR inh | -1% | ? | 8.9µM* | -3% | 10%&0% | -13% | 5% | 10%
AmpC detergent | ? | -5% | 4% | -4% | ? | -5% | ? | 2%
AmpC no deterg | -8% | -15% | -15% | -30% | -31%&-19% | 147%[activator] | -11% | 69%[activator]
Giardia FBPA inh | -8% | 3% | -11% | 0% | 16%&3% | -9% | -1% | -5%
HCMV inh | 7 | nt | -29 | 21 | -13 | ? | -12 | 16
HCV inh | 17% | 11µM* | -32% | 16% | 1% | 3% | 1% | 4%

57. CCOC(=O)C(NC(=O)c1ccccc1)(OCc1ccc(F)cc1)C(F)(F)F (centres undefined)
58. CCC1Oc2ccc(C)cc2N(CC(=O)NCCN2CCCCCC2)C1=O (centres undefined)
59. COCCNS(=O)(=O)c1cc(-c2nn3c(C)nnc3c3ccccc23)ccc1C
60. CC(=O)N1c2ccc(S(=O)(=O)NCCC(=O)Nc3ccc(C)cc3Br)cc2CC1C (centres undefined)
61. Cc1ccc(-c2ccc(=O)n(CC(=O)NCCCN3CCCCC3C)n2)cc1 (centres undefined)
62. Cc1c(Cc2ccc3c(c2)OCO3)sc(NC(=O)C(C)(C)C)c1C#N
63. O=C(Nc1ccc(NC(=O)c2ccc(Cl)cc2Cl)cc1)c1cccs1
assay / entry | 57 | 58 | 59 | 60 | 61 | 62 | 63
Sm TGR inh | 5% | 1% | 13% | -3% | 0% | 1% | -3%
AmpC detergent | -18% | 0% | -1% | 14% | ? | ? | -3%
AmpC no deterg | -24% | 40% | nt | nt | -6% | -24% | -22%
Giardia FBPA inh | -1% | -14% | nt | nt | 1% | -2% | 10%
HCMV inh | -28 | 3 | 7 | -8 | -16 | -33 | -30
HCV inh | ? | ? | nt | nt | ? | 11µM* | -22%
